DDE Tn6 FP inh = DD(E)-Tn6 binding inhibition, primary FP screen | P02675 | hit rate 0.21% among 370,000 | inhibition, % at 8.3 µM | Fibrin DD(E) TRITC-Tn6 fluorescence polarization displacement;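 active means inhibition above a per-campaign cutoff: mean of compounds within control limits plus 3 SD, cut at about 15% in these data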;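 further: 0% = median of all compound wells on the plate and 100% = blocking peptide control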
LEDGF integ inh = blocks HIV-1 LEDGF/p75-dependent DNA integration | TR-FRET IN-LEDGF/p75 DNA integration, Eu/Cy5 | inhibition, % at 3.7 µM | hit rate 0.64% among 370,000 | AID 743269;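 active means inhibition above the screen-wide mean plus 3 SD, cut at about 13% in these data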;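 further: signal is the Cy5 over europium emission ratio at 671 and 618 nm; 0% = plate median of compound wells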
TCR-CD3 inh = human TCR-CD3 binding inhibition; TAMRA-labeled TCR probe fluorescence, biochemical; inhibition, % at 9.4 µM; hit rate 0.37% among 360,000; in the data active means inhibition above about 19%;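 further: recombinant mutant TCR 2C K166C tagged with TAMRA read by polarization; 0% = receptor in buffer alone and 100% = receptor with positive control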
SIAE inh = inhibitors of human sialic acid acetylesterase SIAE | Q9HAT2 | SIAE FP-Rh probe binding, fluorescence polarization | inhibition, % at 9.66 µM | hit rate 0.69% among 370,000 | AID 1053197;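 active means inhibition above a cutoff: mean of compounds within the control limits plus 3 SD of those, cut at about 17% in these data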;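 further: 0% = plate median of compound wells and 100% = probe without SIAE protein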
Target sequence (Q9HAT2 whole entry, looked up): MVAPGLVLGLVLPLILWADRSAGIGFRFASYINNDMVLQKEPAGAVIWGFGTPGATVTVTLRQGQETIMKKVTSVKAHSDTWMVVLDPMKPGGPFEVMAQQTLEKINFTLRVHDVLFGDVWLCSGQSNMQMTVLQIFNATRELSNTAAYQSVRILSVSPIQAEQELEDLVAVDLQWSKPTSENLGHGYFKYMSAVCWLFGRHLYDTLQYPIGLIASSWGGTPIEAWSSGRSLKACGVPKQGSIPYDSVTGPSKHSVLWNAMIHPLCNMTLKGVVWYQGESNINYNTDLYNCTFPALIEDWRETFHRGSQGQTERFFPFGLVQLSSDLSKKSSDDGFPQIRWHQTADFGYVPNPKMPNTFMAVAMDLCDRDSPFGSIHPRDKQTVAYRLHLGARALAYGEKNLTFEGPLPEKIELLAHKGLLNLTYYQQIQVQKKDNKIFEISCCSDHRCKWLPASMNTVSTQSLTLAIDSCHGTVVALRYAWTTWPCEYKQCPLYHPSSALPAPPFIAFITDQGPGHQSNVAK
PRMT1 FP inh = blocks human protein arginine methyltransferase 1 | Q99873 | recombinant PRMT1, activity-based probe fluorescence polarization | inhibition, % at 2.79 µM | hit rate 1.3% among 370,000 | AID 652257;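 active means inhibition above about 21% made by adding two undisclosed values, limit read from the data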
UHRF1 MBD2 ctr = blocks human UHRF1 binding to methylated DNA | Q96T88 | UHRF1 binding to methylated oligo, TR-FRET | inhibition, % at 4.4 µM | hit rate 0.75% among 370,000 | AID 687016; in the data active means inhibition above about 21%;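 further: UHRF1 SRA domain binding a hemimethylated CpG hairpin DNA probe; 0% = median of test compound wells and 100% = reference inhibitor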
TDP2 inh = blocks human TDP2 phosphodiesterase activity | O95551 | recombinant TDP2, T5PNP hydrolysis, p-nitrophenol absorbance 415 nm | inhibition, % at 12.8 µM | hit rate 0.34% among 370,000 | AID 720702;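 active means inhibition above the mean of all tested compounds plus 3 SD, set per campaign, cut at about 25% in these data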;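 further: 0% = DMSO with enzyme and 100% = buffer with substrate but no TDP2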
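System – recombinant human TDP2 · Amount – 120 nM TDP2 per well · Buffer or medium – Mg2+-containing Tris-HCl buffer, pH 7.5 · Reagent – T5PNP substrate, 5 mM · Dosing – 12.8 µM single point, 1% DMSO · Incubation – 2 h at 37 °C · Measured by – epi absorbance · Read-out basis – percent inhibition · Benchmarks – high control without enzyme, low control DMSO plus TDP2 · Repeats – singlicate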
MBD2 inh = blocks human MBD2 binding to methylated DNA. TR-FRET, MBD2 binding to methylated oligonucleotide. hit rate 0.31% among 370,000. Q9UBB5. inhibition, % at 4.4 µM. AID 686964; in the data active means inhibition above about 13%
Tn7 DDE FP = disrupts Tn7 cyclic peptide binding to fibrin D-Dimer-E complex; P02675; FP displacement of FITC-Tn7 peptide from fibrin DD(E); 0% = median of compound wells per plate; inhibition, % at 8.3 µM; hit rate 0.13% among 370,000; AID 720508;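 active means inhibition above the mean of compounds falling within the control limits plus 3 SD of them, cut at about 14% in these data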;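 further: 0% = plate median of compound wells and 100% = 10 µM Aha-Tn7 peptide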
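Assay system: Fibrin-DD(E) protein isolated from polymerized human fibrin clots; read-out basis: percent inhibition; medium: Tris/NaCl/CaCl2 buffer, pH 7.8; signal: FP measurement; incubation: 10 min plus 3 h, room temperature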
KLK7 zymogen act = activators of human kallikrein-7 zymogen; purified proKLK7, EDANS-DABCYL substrate fluorescence; 100% is mature enzyme control, 0% vehicle; activation, % at 7 µM; hit rate 0.9% among 370,000; AID 652039;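 active means activation above the mean of all tested compounds plus 3 SD, computed per campaign excluding outliers beyond control limits, cut at about 13% in these data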
Target sequence (P49862 whole entry, looked up): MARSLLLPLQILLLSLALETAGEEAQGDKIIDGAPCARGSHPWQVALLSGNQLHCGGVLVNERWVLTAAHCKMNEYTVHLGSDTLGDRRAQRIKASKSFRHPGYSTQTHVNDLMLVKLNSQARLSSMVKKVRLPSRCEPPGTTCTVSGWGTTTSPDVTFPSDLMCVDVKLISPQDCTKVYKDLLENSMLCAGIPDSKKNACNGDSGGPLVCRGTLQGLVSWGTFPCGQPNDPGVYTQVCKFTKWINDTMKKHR
* hit, by the source's call. Random draw from the library; any-hit rate near 4.6%.

For Cc1cc(Nc2ccc(Cl)cc2)n(-c2cccc(Cl)c2)n1 the results were DDE Tn6 FP inh -8, LEDGF integ inh 0, TCR-CD3 inh 7, SIAE inh -4, PRMT1 FP inh 0, UHRF1 MBD2 ctr -3, TDP2 inh -5, MBD2 inh 1, Tn7 DDE FP 3 and KLK7 zymogen act -0.3.
O=c1c(Cl)c(Cl)cnn1Cc1nnc(-c2ccccc2Br)o1 was read as DDE Tn6 FP inh -10, LEDGF integ inh 9, TCR-CD3 inh -5, SIAE inh 1, PRMT1 FP inh 2, UHRF1 MBD2 ctr -5, TDP2 inh 15, MBD2 inh -2, Tn7 DDE FP 0 and KLK7 zymogen act -0.3.
Cc1ccc(-c2csc3ncn(CC(=O)N4CCOCC4)c(=O)c23)cc1C was read as DDE Tn6 FP inh 5, LEDGF integ inh 1, TCR-CD3 inh 1, SIAE inh -1, PRMT1 FP inh 2, UHRF1 MBD2 ctr 2, TDP2 inh -13, MBD2 inh -4, Tn7 DDE FP 2 and KLK7 zymogen act 0.0.
`N#Cc1nc(COc2ccc(Cl)cc2)oc1NCc1ccc2c(c1)OCO2` gave DDE Tn6 FP inh -3, LEDGF integ inh 1, TCR-CD3 inh 7, SIAE inh -11, PRMT1 FP inh -2, UHRF1 MBD2 ctr -2, TDP2 inh -1, MBD2 inh -4, Tn7 DDE FP -2 and KLK7 zymogen act -0.2.
Screening CCN(CC)CCNC(=O)CNC(=S)N(CCCN1CCOCC1)Cc1cccs1 returned DDE Tn6 FP inh -4, LEDGF integ inh 2, TCR-CD3 inh -4, SIAE inh 1, PRMT1 FP inh 3, UHRF1 MBD2 ctr 0, TDP2 inh 4, MBD2 inh 2, Tn7 DDE FP 3 and KLK7 zymogen act -0.4.
For Cc1nc2ccc(C(=O)Nc3ccc(N(C)C)cc3)cc2s1 the results were DDE Tn6 FP inh -1, LEDGF integ inh -4, TCR-CD3 inh 7, SIAE inh 15, PRMT1 FP inh -2, UHRF1 MBD2 ctr 1, TDP2 inh 12, MBD2 inh 4, Tn7 DDE FP 6 and KLK7 zymogen act -0.1.
Screening CC(=O)Nc1ccc(S(=O)(=O)N(c2cccnc2)S(=O)(=O)c2ccc(NC(C)=O)cc2)cc1 returned DDE Tn6 FP inh -4, LEDGF integ inh -2, TCR-CD3 inh 3, SIAE inh -21, PRMT1 FP inh -3, UHRF1 MBD2 ctr -1, TDP2 inh -7, MBD2 inh -3, Tn7 DDE FP -2 and KLK7 zymogen act -0.1.
COc1cc(SC)ccc1C(=O)OCC(=O)NC1CCCCC1 was read as DDE Tn6 FP inh 10, LEDGF integ inh 2, TCR-CD3 inh 6, SIAE inh -2, PRMT1 FP inh -1, UHRF1 MBD2 ctr 0, TDP2 inh -13, MBD2 inh 4, Tn7 DDE FP 6 and KLK7 zymogen act 0.3.
Screening Cc1ccc2c(c1)cc1c(=O)[nH]ncn12 returned DDE Tn6 FP inh 3, LEDGF integ inh 0, TCR-CD3 inh 11, SIAE inh -4, PRMT1 FP inh -2, UHRF1 MBD2 ctr -8, TDP2 inh 4, MBD2 inh -1, Tn7 DDE FP 1 and KLK7 zymogen act 0.1.
`Cc1cccc(Oc2ccc(C(=O)NC3CCSC3=O)cn2)c1C` (stereo not given) gave DDE Tn6 FP inh 1, LEDGF integ inh -1, TCR-CD3 inh 8, SIAE inh -8, PRMT1 FP inh 3, UHRF1 MBD2 ctr 6, TDP2 inh -24, MBD2 inh 3, Tn7 DDE FP 5 and KLK7 zymogen act 0.6.
`Cc1cc(=O)[nH]c(SCC(=O)C23CC4CC(CC(C4)C2)C3)c1C#N` gave DDE Tn6 FP inh 5, LEDGF integ inh 4, TCR-CD3 inh 1, SIAE inh -6, PRMT1 FP inh -1, UHRF1 MBD2 ctr -1, TDP2 inh -20, MBD2 inh -3, Tn7 DDE FP 2 and KLK7 zymogen act -1.1.
For COc1ccc(Cc2c(-c3ccc(Cl)cc3)nc3cc(C)c(Br)c(C)n23)c(C)c1 the results were DDE Tn6 FP inh -3, LEDGF integ inh 4, TCR-CD3 inh 4, SIAE inh -8, PRMT1 FP inh 0, UHRF1 MBD2 ctr -1, TDP2 inh 2, MBD2 inh -1, Tn7 DDE FP 3 and KLK7 zymogen act -0.1.
Screening CC(C)Cc1ccc(S(=O)(=O)Nc2ccccn2)cc1 returned DDE Tn6 FP inh 6, LEDGF integ inh -2, TCR-CD3 inh -8, SIAE inh 2, PRMT1 FP inh 6, UHRF1 MBD2 ctr 6, TDP2 inh -3, MBD2 inh 5, Tn7 DDE FP 3 and KLK7 zymogen act 1.2.
For O=C(O)CSCCCC(=O)Nc1ccc(Br)cc1 the results were DDE Tn6 FP inh 0, LEDGF integ inh 1, TCR-CD3 inh 0, SIAE inh -4, PRMT1 FP inh -2, UHRF1 MBD2 ctr 1, TDP2 inh 1, MBD2 inh 2, Tn7 DDE FP -3 and KLK7 zymogen act 0.1.
CSCCC(NS(=O)(=O)c1ccc2ccccc2c1)C(=O)OCC(=O)c1ccc(C(C)C)cc1 (stereo not given) was read as DDE Tn6 FP inh 7, LEDGF integ inh 2, TCR-CD3 inh 1, SIAE inh -36, PRMT1 FP inh -1, UHRF1 MBD2 ctr 8, TDP2 inh 0, MBD2 inh 5, Tn7 DDE FP -2 and KLK7 zymogen act -2.3.
`Cc1ccc(NC(=O)NC2CCN(S(=O)(=O)c3ccc(F)cc3)CC2)cc1` gave DDE Tn6 FP inh -2, LEDGF integ inh -2, TCR-CD3 inh 5, SIAE inh -9, PRMT1 FP inh 0, UHRF1 MBD2 ctr -1, TDP2 inh -4, MBD2 inh 1, Tn7 DDE FP 1 and KLK7 zymogen act -0.1.
Screening Cc1[nH]c2ccccc2c1C(=O)NS(=O)(=O)Nc1ccc(F)cc1 returned DDE Tn6 FP inh -2, LEDGF integ inh 6, TCR-CD3 inh 1, SIAE inh -8, PRMT1 FP inh 3, UHRF1 MBD2 ctr 1, TDP2 inh -2, MBD2 inh 8, Tn7 DDE FP 5 and KLK7 zymogen act 0.1.
Screening CS(=O)(=O)Nc1ccc(Cc2ccc(NS(C)(=O)=O)cc2)cc1 returned DDE Tn6 FP inh 8, LEDGF integ inh -2, TCR-CD3 inh 4, SIAE inh 2, PRMT1 FP inh 0, UHRF1 MBD2 ctr -1, TDP2 inh 8, MBD2 inh 2, Tn7 DDE FP 3 and KLK7 zymogen act 0.0.
`Cc1nc2ccccc2c2c(N)cccc12` gave DDE Tn6 FP inh 1, LEDGF integ inh 0, TCR-CD3 inh 2, SIAE inh -1, PRMT1 FP inh 1, UHRF1 MBD2 ctr 0, TDP2 inh 7, MBD2 inh -6, Tn7 DDE FP -4 and KLK7 zymogen act 0.0.
`CSc1ccccc1NC(=O)COC(=O)c1ccccc1O` gave DDE Tn6 FP inh -5, LEDGF integ inh -1, TCR-CD3 inh -5, SIAE inh -2, PRMT1 FP inh 11, UHRF1 MBD2 ctr 0, TDP2 inh -5, MBD2 inh 0, Tn7 DDE FP 0 and KLK7 zymogen act 3.6.
`C[C@H](CO)N1C[C@H](C)[C@@H](CN(C)S(=O)(=O)c2ccc(F)cc2)Oc2ccc(NC(=O)CCC(F)(F)F)cc2C1=O` gave DDE Tn6 FP inh 2, LEDGF integ inh -3, TCR-CD3 inh 1, SIAE inh -4, PRMT1 FP inh 4, UHRF1 MBD2 ctr -1, TDP2 inh -6, MBD2 inh 5, Tn7 DDE FP -1 and KLK7 zymogen act -0.3.
CN(CC(=O)Nc1cccc(F)c1)C(=O)c1ccc(-n2cncn2)c([N+](=O)[O-])c1 was read as DDE Tn6 FP inh -4, LEDGF integ inh -3, TCR-CD3 inh 7, SIAE inh -1, PRMT1 FP inh 2, UHRF1 MBD2 ctr 0, TDP2 inh 14, MBD2 inh -5, Tn7 DDE FP 0 and KLK7 zymogen act -0.2.
`O=C(ON=C1CCN(S(=O)(=O)c2ccccc2)CC1)c1ccc(Cl)cc1` gave DDE Tn6 FP inh -5, LEDGF integ inh -2, TCR-CD3 inh -10, SIAE inh -5, PRMT1 FP inh -1, UHRF1 MBD2 ctr 6, TDP2 inh -14, MBD2 inh -5, Tn7 DDE FP 4 and KLK7 zymogen act -0.4.
`CNC(=O)CN(C)S(=O)(=O)c1ccc(F)cc1` gave DDE Tn6 FP inh 4, LEDGF integ inh 2, TCR-CD3 inh 2, SIAE inh 8, PRMT1 FP inh -1, UHRF1 MBD2 ctr -1, TDP2 inh -8, MBD2 inh 0, Tn7 DDE FP 6 and KLK7 zymogen act -0.3.
`COc1ccc(CNC(=O)CN(C)Cc2ccc(C(C)(C)C)cc2)cc1` gave DDE Tn6 FP inh 3, LEDGF integ inh 1, TCR-CD3 inh -2, SIAE inh -4, PRMT1 FP inh 2, UHRF1 MBD2 ctr -1, TDP2 inh -4, MBD2 inh -2, Tn7 DDE FP 2 and KLK7 zymogen act 0.8.
Screening COc1ccc(S(=O)(=O)N2CCCCC2)cc1NC(=O)CCNC(=O)c1ccc(Cl)cc1 returned DDE Tn6 FP inh -6, LEDGF integ inh -2, TCR-CD3 inh 5, SIAE inh -1, PRMT1 FP inh 6, UHRF1 MBD2 ctr 6, TDP2 inh -13, MBD2 inh 0, Tn7 DDE FP 3 and KLK7 zymogen act 0.4.
For COc1cc(NC(=O)CCCNC(=O)c2ccc(Cl)cc2)cc(OC)c1OC the results were DDE Tn6 FP inh 2, LEDGF integ inh -4, TCR-CD3 inh -4, SIAE inh 0, PRMT1 FP inh 1, UHRF1 MBD2 ctr 1, TDP2 inh -7, MBD2 inh 2, Tn7 DDE FP 10 and KLK7 zymogen act -0.7.
For NS(=O)(=O)c1ccc(CNC(=O)c2ccc(C(=O)c3ccccc3)cc2)cc1 the results were DDE Tn6 FP inh -5, LEDGF integ inh 6, TCR-CD3 inh 3, SIAE inh -5, PRMT1 FP inh 2, UHRF1 MBD2 ctr 4, TDP2 inh 2, MBD2 inh 5, Tn7 DDE FP -11 and KLK7 zymogen act 0.2.
`COc1cc(NC(=O)c2ccccc2)c(OC)cc1NC(=O)CN1C(=O)NC2(CCCCC2)C1=O` gave DDE Tn6 FP inh 10, LEDGF integ inh 1, TCR-CD3 inh 1, SIAE inh 1, PRMT1 FP inh 2, UHRF1 MBD2 ctr 0, TDP2 inh -5, MBD2 inh 7, Tn7 DDE FP 1 and KLK7 zymogen act 1.2.
`C(=C\c1ccccn1)/c1ccccn1` gave DDE Tn6 FP inh -1, LEDGF integ inh 2, TCR-CD3 inh 2, SIAE inh -4, PRMT1 FP inh -2, UHRF1 MBD2 ctr -2, TDP2 inh -15, MBD2 inh -9, Tn7 DDE FP -1 and KLK7 zymogen act 0.0.
Screening Cc1nnc(SCc2nc3sc4c(c3c(=O)[nH]2)CCCC4)n(N)c1=O returned DDE Tn6 FP inh 0, LEDGF integ inh 0, TCR-CD3 inh 6, SIAE inh -11, PRMT1 FP inh 4, UHRF1 MBD2 ctr -2, TDP2 inh 3, MBD2 inh -3, Tn7 DDE FP 8 and KLK7 zymogen act -0.5.

High-throughput results (PubChem BioAssay)
